Bioassay records: PubChem BioAssay, several laboratories
BoNT-A LC inh2: BoNT/A light chain protease inhibitors, primary screen, biochemical, flow cytometry, MLPCN library; AID 588499, 2011; inhibition, % at 10 µM; multiplex microsphere protease substrate cleavage; Botulinum neurotoxin type A light chain protease (Clostridium botulinum A str. ATCC 3502); actives 0.17% (n = 360,000); note: plate controls were buffer without enzyme for full effect and enzyme alone for no effect
PrPC TRFRET: inhibitors of human cell surface prion protein PrPC, primary screen, cell-based, TR-FRET. Major prion protein (Homo sapiens), P04156. TR-FRET read-out. inhibition, % at 13.8 µM. actives 0.43% (n = 370,000). AID 720596, 2013; in the data active = inhibition above about 24%; note: 0% = median of the test wells and 100% = reference compound wells
SARS 3CLpro inh: SARS-CoV 3CLpro protease inhibitors, primary screen, biochemical, quenched FRET; Replicase polyprotein 1ab (Severe acute respiratory syndrome coronavirus), P0C6X7; recombinant SARS-CoV 3CLpro, quenched FRET peptide cleavage; inhibition, % at 6 µM; actives 0.14% (n = 290,000); AID 1706, 2009; in the data active = inhibition above about 12%
PfHsp40 yeast: rescue of yeast from PfHsp40 toxicity, primary screen, S. cerevisiae, ATP luminescence | S. cerevisiae expressing PfHsp40, growth rescue | growth rescue, % at 12.5 µM | actives 0.68% (n = 340,000) | AID 504582, 2011; in the data active = growth rescue above about 28%, passing the limit was not always enough; inconclusive = no clear call, values can overlap the other calls;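 note: yeast W303a lacking pdr1 and pdr3 grown in galactose medium; growth measured after three days at 30 °C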
Anthrax LF inh2: Bacillus anthracis LF protease inhibitors, primary screen, biochemical, multiplex microsphere, MLPCN library; actives 0.12% (n = 360,000); Lethal factor (Bacillus anthracis), P15917; inhibition, % at 10 µM; multiplex microsphere protease cleavage assay; note: plate controls were buffer without enzyme for full effect and enzyme alone for no effect
Target sequence (P15917 whole entry, looked up): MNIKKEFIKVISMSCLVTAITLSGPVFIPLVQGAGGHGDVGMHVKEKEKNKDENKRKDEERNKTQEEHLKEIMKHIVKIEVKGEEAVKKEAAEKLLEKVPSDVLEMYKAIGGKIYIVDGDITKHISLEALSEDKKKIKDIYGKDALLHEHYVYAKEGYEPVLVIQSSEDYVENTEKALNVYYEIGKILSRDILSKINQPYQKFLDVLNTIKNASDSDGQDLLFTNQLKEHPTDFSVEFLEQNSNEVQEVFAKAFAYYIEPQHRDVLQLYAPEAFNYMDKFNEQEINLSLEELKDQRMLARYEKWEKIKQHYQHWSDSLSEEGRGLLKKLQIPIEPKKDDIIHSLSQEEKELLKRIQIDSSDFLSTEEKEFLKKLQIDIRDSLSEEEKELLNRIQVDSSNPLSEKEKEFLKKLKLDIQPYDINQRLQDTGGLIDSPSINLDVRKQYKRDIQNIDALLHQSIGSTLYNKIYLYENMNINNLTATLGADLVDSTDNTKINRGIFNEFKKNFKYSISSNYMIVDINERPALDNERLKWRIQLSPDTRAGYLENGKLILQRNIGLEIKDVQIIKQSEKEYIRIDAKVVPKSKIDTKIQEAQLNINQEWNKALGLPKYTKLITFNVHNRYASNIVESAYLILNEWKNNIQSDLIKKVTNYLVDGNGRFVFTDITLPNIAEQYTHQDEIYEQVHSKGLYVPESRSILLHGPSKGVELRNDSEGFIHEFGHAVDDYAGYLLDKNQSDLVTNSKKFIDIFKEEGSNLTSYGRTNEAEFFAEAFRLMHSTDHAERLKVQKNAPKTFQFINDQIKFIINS
SSB-PriA inh: inhibitors of Klebsiella pneumoniae PriA binding to SSB C-terminal tail, primary screen, biochemical, AlphaScreen; PriA–SSB C-terminal tail interaction (Klebsiella pneumoniae); AlphaScreen SSBct-PriA binding, biotinylated peptide; inhibition, % at 33 µM; actives 0.6% (n = 430,000); in the data active = inhibition mostly above about 37%, no sharp cut-off; inactive = mostly below about 20%;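 note: plate controls were negative control peptide for no effect and reference peptide for full effect; strong numbers were not always called active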
Y pestis TopoI: Yersinia pestis topoisomerase I inhibitors, primary screen, biochemical, cleavage product accumulation, plate reader, single point; DNA topoisomerase I (Yersinia pestis CO92); Y. pestis Topo-I cleavage product accumulation; activity, % at 10 µM; actives 0.064% (n = 360,000); AID 504884, 2011; in the data active = activity above about 50%, passing the limit was not always enough; inconclusive = no clear call, values can overlap the other calls; note: inactives centre near 2
Vc quorum ag: inducers of Vibrio cholerae quorum light production without autoinducers, primary screen, BH1578 luxS cqsA deficient, single point | V. cholerae BH1578 lux reporter, luminescence, 6 h | activation, % at 18.7 µM | actives 0.16% (n = 350,000); in the data active = activation mostly above about 9.7%, no sharp cut-off; inconclusive = no clear call, values can overlap the other calls; inactive = mostly below about 3.7%; note: not every result past the cut was called active; inactives centre near 0; reference of the scale not given here
TcdB inh: TcdB glycohydrolase inhibitors, primary screen, biochemical, single point, plate reader | TcdB glycohydrolase enzymatic assay | inhibition, % at 9.99 µM | actives 0.24% (n = 350,000); in the data active = inhibition above about 10%
An asterisk follows results filed as active; i = inactive; ? = inconclusive; . = no result given; & = joins results of further samples. Cut-off read from the data, not from the text of the source, unless noted: active = inhibition above about 30%; inconclusive = no clear call, values can overlap the other calls; inactive = below that.

SMILES	BoNT-A LC inh2	PrPC TRFRET	SARS 3CLpro inh	PfHsp40 yeast	Anthrax LF inh2	SSB-PriA inh	Y pestis TopoI	Vc quorum ag	TcdB inh
CCOC(=O)C1(Cc2ccccc2)CCCCCC1=O (stereo not drawn)	-0.4	-1	.	-2.0	0	-34	-7	0.8	-0.6
C[C@@H]1CCCCO[C@H](CN(C)C(=O)Nc2cccc3ccccc23)[C@@H](C)CN([C@H](C)CO)C(=O)c2cc(N(C)C)ccc2O1	-0.2	1	.	.	-3	.	13	-0.2	-52&-21&-10
CC1=C(C(=O)Nc2cccc(C(=O)NC3CCCCC3C)c2)SCCO1 (stereo not drawn)	-2.6	11	0	0.5	0	3	0	i	-2.7
CC(=NNC(=O)c1ccncc1)c1ccccc1Cl	-1.3	-5	.	0.9	-1	0	-4	i	0.4
[O-]/C(=C(\C(=S)Nc1cccc2ccccc12)[n+]1ccccc1)c1ccc(Cl)s1	5.5	-1	1	1.2	1	2	-15	0.0	.
C=CCNC(=O)C(=O)N/N=C/c1ccco1	0.2	0	-5	-1.2	0	.	4	-0.4	0.0
COc1cc(OC)cc(C(=O)N[C@H](C(=O)Nc2nc(-c3cc(OC)ccc3OC)cs2)C(C)C)c1	-0.7	26*	2	0.2	-3	5	8	1.0	-1.4
Cn1cc(/C=C(\C#N)C(=O)Nc2ccccc2O)c2ccccc21	-2.0	.	2	-0.5	11	8	0	i	.
COC(=O)CSc1nc2ccccc2o1	-0.3	-4	3	-1.8	-6	-5	7	i	.
CCC(CO)Nc1ccn2nc(-c3cc(OC)c(OC)c(OC)c3)cc2n1 (stereo not drawn)	0.0	-6	.	.	-2	.	11	0.2	1.7
CC(C)Cc1cc(C(=O)N2CCN(c3ccc(F)cc3)CC2)no1	-0.6	-2	0	-2.0	-8	-5	16	-0.3	1.7
Cc1nc(SCC(=O)NC2CCCC2)[nH]c(=O)c1Cc1ccccc1	0.9	4	5	0.0	6	4	6	-1.7	-0.8
Cc1ccc2c(c1)c1c(n2CC(O)Cn2c(C)nc3ccccc32)CCCC1 (stereo not drawn)	-1.0	6	0	-0.1	-11	-9	7	-0.2	0.6
Cc1noc(C)c1NC(=O)N1CCN(Cc2ccccc2)CC1	.	8	-5	6.7	.	-2	9	-1.3	0.7
Cc1cccc(C)c1NC(=O)CSCCO	0.4	2	-5	1.3	-2	-3	7	i	-0.1
COc1ccc(COc2ccccc2C(=O)NCc2ccccc2)cc1F	0.0	11	7	5.5	0	-6	36	-0.9	.
Cc1cc(NC(=O)CSCC(=O)Nc2cc(C(F)(F)F)ccc2N2CCCC2)no1	4.0	5	.	0.4	-7	-21	6	-0.9	1.6
COc1ccccc1OCCSc1nc(N)cc(N)n1	-1.9	-5	-1	1.3	-4	-2	5	-0.6	.
CC(=O)Nc1ccc(S(=O)(=O)NCCSCc2ccco2)cc1	0.3	2	2	-0.4	-3	-8	14	-1.8	0.6
CCS(=O)(=O)N1CCN(C2Cc3ccccc3C2)CC1	?	0	1	-0.5	-1	-8	-2	i	.
O=C(NCCCN1CCCC1=O)C1CCN(S(=O)(=O)c2cccc(Cl)c2Cl)CC1	2.7	8	.	12	-4	-5	11	i	1.3
O=C(O)CSCC(=O)Nc1ccc(C2CCCCC2)cc1	-0.7	4	2	2.3	3	0	7	-0.2	.
CC(=O)c1nn(-c2cccc(C)c2)cc1C(=O)c1cccc(Br)c1	2.7	-1	.	-1.2	-5	-6	5	-0.5	1.5
O=C1c2ccccc2C(O)N1Cc1ccccc1 (stereo not drawn)	-0.1	-1	3	-0.2	0	-7	-6	-8.0	1.0
Cc1ccc(Cn2nc(C)c3cc(C(=O)OCC(N)=O)sc32)cc1	0.4	-5	0	-0.4	-4	13	4	i	.
CCc1ccc(C(O)c2ncc(-c3ccccc3Cl)[nH]2)cc1 (stereo not drawn)	0.1	-1	.	.	-1	.	-2	i	-0.2
COc1ccc(NC(=O)COC(=O)c2ncc(Cl)c(Cl)c2Cl)c(OC)c1	1.0	-3	3	0.2	6	-10	4	-0.2	.
CCN(C(=O)Cn1cc(C(=O)C(=O)N2CCOCC2)c2ccccc21)c1ccccc1	-2.0	3	6	0.8	4	-17	11	i	-0.1
CN=c1sc(C(=O)Nc2ccccc2)c(C)n1C	-1.0	-1	9	-1.7	2	-3	-1	-0.4	0.8
O=C(Cc1ccccc1)Nc1cc([N+](=O)[O-])ccc1N1CCOCC1	-1.2	-8	4	2.2	-5	4	-2	-0.1	0.6

Structural class: the entries above with a thiophene ring, fused or not
SMILES	BoNT-A LC inh2	PrPC TRFRET	SARS 3CLpro inh	PfHsp40 yeast	Anthrax LF inh2	SSB-PriA inh	Y pestis TopoI	Vc quorum ag	TcdB inh
[O-]/C(=C(\C(=S)Nc1cccc2ccccc12)[n+]1ccccc1)c1ccc(Cl)s1	5.5	-1	1	1.2	1	2	-15	0.0	.
Cc1ccc(Cn2nc(C)c3cc(C(=O)OCC(N)=O)sc32)cc1	0.4	-5	0	-0.4	-4	13	4	i	.

Other records
SMILES	BoNT-A LC inh2	PrPC TRFRET	SARS 3CLpro inh	PfHsp40 yeast	Anthrax LF inh2	SSB-PriA inh	Y pestis TopoI	Vc quorum ag	TcdB inh
Cc1ccc(/C(O)=C2\C(=O)C(=O)N(c3cc(C)on3)C2c2cccc(Br)c2)cc1 (stereo not drawn)	-0.4	11	4	-1.7	-5	.	-4	i	.
C/C(=N\N(c1ccccc1)c1ccccc1)c1ccc(O)cc1	-3.5	4	10	1.0	5	.	-8	-0.5	-0.1
COc1ccc(-c2cnnc(N/N=C/c3ccc(-c4ccc([N+](=O)[O-])cc4)o3)n2)cc1	0.3	-11	4	0.5	-1	.	4	.	0.5
Cn1ncc(Br)c1C(=O)N/N=C/c1cccc(OC2CSC2)c1	0.4	3	-2	-1.2	0	.	20	-0.1	31*
CCOC(=O)c1nnn(CC(=O)N2N=C(c3ccc(Cl)cc3)CC2c2ccccc2)c1C(=O)OCC (stereo not drawn)	0.3	-4	2	-0.3	-2	-1	7	-0.1	.
C=CCOc1cccc(C(=O)N2CCCC(Nc3ccc(F)cc3)C2)c1 (stereo not drawn)	2.5	4	1	-0.8	-1	-19	17	-0.6	-1.6
NC(=O)CCCn1c(C(=O)c2cc(Cl)c(N)c(Cl)c2)c2ccc(C(F)(F)F)cc2[n+]1[O-]	5.6	17	.	1.5	5	13	9	i	2.6
CCn1c(SCC(=O)N2CCCCC2C)nnc1-c1ccco1 (stereo not drawn)	-0.4	-2	1	-0.3	-3	-8	2	i	1.5
COC(=O)N/N=C(\C)c1ccccc1Br	.	7	5	-0.5	.	.	4	i	.
CCOC(=O)CSC1=NC(=O)CS1	1.2	5	5	1.4	1	-10	4	-0.2	.
O=C(N/N=C/C=C/c1ccco1)c1cnccn1	-0.7	3	-2	-1.7	-9	i	2	-0.8	-0.8
CC(C)(C)CC(C)(C)NC(=O)c1ccccc1	-1.7	-4	3	1.2	1	-5	-2	-0.3	1.3
COc1ccccc1N1CC(C(=O)Nc2ccc3c(c2)OCO3)CC1=O (stereo not drawn)	-1.0	8	0	-0.4	-1	-9	6	-0.4	-0.5
Cc1cc(NS(=O)(=O)c2ccc(OCCNS(C)(=O)=O)cc2)no1	0.2	-2	2	0.2	-1	5	-3	i	1.0
C=CCNC(=O)C1(S(=O)(=O)c2ccccc2)CC=CC1	-0.5	2	-6	1.4	-1	-9	-4	i	0.7

Compounds shown so far containing an aryl methoxy group:
SMILES	BoNT-A LC inh2	PrPC TRFRET	SARS 3CLpro inh	PfHsp40 yeast	Anthrax LF inh2	SSB-PriA inh	Y pestis TopoI	Vc quorum ag	TcdB inh
COc1cc(OC)cc(C(=O)N[C@H](C(=O)Nc2nc(-c3cc(OC)ccc3OC)cs2)C(C)C)c1	-0.7	26*	2	0.2	-3	5	8	1.0	-1.4
CCC(CO)Nc1ccn2nc(-c3cc(OC)c(OC)c(OC)c3)cc2n1 (stereo not drawn)	0.0	-6	.	.	-2	.	11	0.2	1.7
COc1ccc(COc2ccccc2C(=O)NCc2ccccc2)cc1F	0.0	11	7	5.5	0	-6	36	-0.9	.
COc1ccccc1OCCSc1nc(N)cc(N)n1	-1.9	-5	-1	1.3	-4	-2	5	-0.6	.
COc1ccc(NC(=O)COC(=O)c2ncc(Cl)c(Cl)c2Cl)c(OC)c1	1.0	-3	3	0.2	6	-10	4	-0.2	.
COc1ccc(-c2cnnc(N/N=C/c3ccc(-c4ccc([N+](=O)[O-])cc4)o3)n2)cc1	0.3	-11	4	0.5	-1	.	4	.	0.5
COc1ccccc1N1CC(C(=O)Nc2ccc3c(c2)OCO3)CC1=O (stereo not drawn)	-1.0	8	0	-0.4	-1	-9	6	-0.4	-0.5

Next results.
SMILES	BoNT-A LC inh2	PrPC TRFRET	SARS 3CLpro inh	PfHsp40 yeast	Anthrax LF inh2	SSB-PriA inh	Y pestis TopoI	Vc quorum ag	TcdB inh
NS(=O)(=O)c1ccc(CCNC(=O)C2CCCN2S(=O)(=O)c2cccc3nsnc23)cc1 (stereo not drawn)	1.3	-27	-6	0.3	-3	2	-7	-0.4	0.5
COC(=O)c1c(F)c(F)c(NCCO)c(F)c1F	0.0	10	-2	-0.3	-2	-5	7	i	-0.2
O=C(NCc1ccc(F)cc1)c1cc(C2CCCCN2C(=O)c2ccccn2)on1 (stereo not drawn)	-0.9	4	.	.	-4	.	2	i	0.8
O=C(c1cc(-c2ccc(Cl)c(Cl)c2)on1)N1CCCCC1	-0.4	6	2	0.0	-7	2	1	i	.
O=C(N/C(=C/c1ccccc1)C(=O)N1CCOCC1)c1ccc([N+](=O)[O-])cc1	-1.6	-27	-2	0.2	-1	5	1	-0.3	1.2
O=C(COc1ccc2c(-c3ccccc3)cc(=O)oc2c1)NC(Cc1c[nH]c2ccccc12)C(=O)O (stereo not drawn)	0.0	-5	.	2.5	-1	-1	9	i	2.9
O=[N+]([O-])c1c(NCCO)cc(N2CCC3(CC2)OCCO3)c2nonc12	-2.6	-45	-2	-0.4	-12	2	5	-0.4	.
Cc1cccc(Oc2coc3cc(OC(=O)c4cc5ccccc5oc4=O)ccc3c2=O)c1	?	-5	-7	0.1	-1	-15	5	i	.
O=C(NC1CC1)C1CCN(C(=O)c2ccc(Cl)cc2)CC1	-1.2	3	-2	-1.2	-12	4	2	-0.3	0.5
COc1ccc(NC(=O)CN2C(=O)NC(C)(C3CC3)C2=O)cc1S(=O)(=O)N1CCOCC1 (stereo not drawn)	5.6	2	.	0.0	-14	-1	1	-2.7	0.3
COc1ccccc1NC(=O)c1ccc(NC(=O)C2CC2)cc1	0.2	-5	.	15	0	-6	8	-0.4	0.0
Clc1ccc2nc(CN3CCCc4ccccc43)cn2c1	3.6	-2	1	2.5	-29	43*	19	i	3.1&-0.6
CCN(CC)S(=O)(=O)c1ccc(NC(=O)c2ccc(Cl)nc2)cc1	-1.2	-1	2	0.2	-2	-1	0	i	1.2
COc1ccc(OC(=O)CCN2C(=O)C3C4C=CC(C4)C3C2=O)cc1 (stereo not drawn)	-1.1	-1	2	2.9	0	-3	-1	i	1.7
CCc1nnc(NC(=O)C2CC(=O)N(c3ccc4c(c3)OCCO4)C2)s1 (stereo not drawn)	0.5	-3	1	0.6	0	-5	-1	-4.8	-0.9
N/C(=N\OC(=O)c1ccc(=O)n(Cc2ccc(Cl)cc2)c1)c1ccccn1	-0.3	-6	-1	0.5	0	.	10	i	2.5

Only part of the results is shown; rates above refer to the full screens.
